# Source: PubChem (several laboratories)
# CRFR2-BP antag = antagonists of CRF-BP/CRF-R2 complex, primary screen, cell-based, HEK293, calcium dye fluorescence, uHTS | CRF-induced calcium fluorescence | inhibition, % at 11.8 µM | 350,000 tested, 0.59% active;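 active means inhibition of the ligand-induced calcium signal above about 50% at the single tested concentration, limit read from the data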
# GalR3 antag = GalR3 antagonists in HEK293 cells, primary screen, cell-based, fluorescence readout | inhibition, % at 3 µM | Galanin receptor type 3 (Homo sapiens), O60755 | HEK293 GalR3-CNG cAMP membrane potential fluorescence; galR3 body fused to GalR1 C-terminus | 360,000 tested, 0.44% active | AID 651719, 2012;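 active means inhibition above the screen-wide average plus 3 SD, cut at about 13% in these data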;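 further: forskolin and galanin both at EC90 stimulate the cells; cAMP rise reported by CNG channel membrane potential dye signal; 0% = forskolin plus galanin with DMSO and 100% = forskolin alone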
# Target sequence (O60755 1-299 limits assumed): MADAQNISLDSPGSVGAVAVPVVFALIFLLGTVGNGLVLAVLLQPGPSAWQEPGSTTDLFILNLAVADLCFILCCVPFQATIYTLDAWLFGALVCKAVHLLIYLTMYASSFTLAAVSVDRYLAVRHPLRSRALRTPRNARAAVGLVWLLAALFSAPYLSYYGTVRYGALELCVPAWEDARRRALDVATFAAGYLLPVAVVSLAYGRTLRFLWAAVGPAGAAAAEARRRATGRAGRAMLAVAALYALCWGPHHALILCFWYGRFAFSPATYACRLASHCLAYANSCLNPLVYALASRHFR
# CRFBP-R2 agonist = agonists of CRF-BP/CRF-R2 complex, primary screen, cell-based, HEK293, calcium dye fluorescence, uHTS | activation, % at 13.2 µM | 350,000 tested, 0.46% active | calcium dye fluorescence (FLIPR); percent of saturating CRF peptide response | CRF-binding protein / CRF receptor 2 complex (human);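 active means activation of at least 50%, plus an integration ratio under a set limit after plate pattern correction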;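 further: plate controls were neutral control wells without compound for no effect and CRF at EC100 for full effect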
# * marks the source's active call; other numbers are inactive results. Not all compounds are listed (hit frequency here may not be typical).
Molecule,CRFR2-BP antag,GalR3 antag,CRFBP-R2 agonist
CCOc1ccc(NC(=O)COc2ccc(C(=O)NCc3cccc(OC)c3)cc2OC)cc1,13,-1,3.6
COc1ccccc1NS(=O)(=O)c1ccc(N2CCOCC2)c(N)c1,2,-8,-2.5
COc1ccccc1C(=O)COC(=O)C1CCN(S(=O)(=O)c2ccccc2)CC1,-16,-7,-2.5
Cn1c(=O)c2c(ncn2CC(=O)OCC(=O)Nc2cc(Cl)ccc2C#N)n(C)c1=O,17,-2,-0.5
CC1(C)CC(=Cc2ccccc2[N+](=O)[O-])C(=O)c2ccccc21,21,-4,0.8
Nc1nccnc1C(=O)OCc1nc2sc3c(c2c(=O)[nH]1)CCCC3,-6,-2,0.6
CCCn1c(N)c(C(=O)CN(C)CC(=O)Nc2c(Cl)cccc2Cl)c(=O)[nH]c1=O,29,-2,-3.2
NC(=O)c1ccc(NS(=O)(=O)c2ccc(S(=O)(=O)N3CCCC3)cc2)cc1,-8,-8,-0.6
Cc1ccc(S(=O)(=O)N(CC(=O)Nc2cccc(C)c2C)C(=O)N2CCN(C)CC2)cc1,15,-4,-0.3
COc1ccc(CCC(=O)N2CCN(S(=O)(=O)c3ccc(C)cc3)CC2)cc1,1,-6,-0.8
O=C(NC1=NCCS1)c1ccc(F)c(S(=O)(=O)N2CCOCC2)c1,-5,-5,-0.8
CN(Cc1cccs1)C(=O)COc1cccc2c1OC(C)(C)C2,-10,-5,-2.8

# The final 2 compounds of the section before come first, to join the parts.
Molecule,CRFR2-BP antag,GalR3 antag,CRFBP-R2 agonist
O=C(NC1=NCCS1)c1ccc(F)c(S(=O)(=O)N2CCOCC2)c1,-5,-5,-0.8
CN(Cc1cccs1)C(=O)COc1cccc2c1OC(C)(C)C2,-10,-5,-2.8
C[C@@H]1CN([C@@H](C)CO)C(=O)CCCn2cc(nn2)CO[C@H]1CN(C)C(=O)c1cc(-c2ccccc2)on1,8,-2,-1.1
CN(CC(=O)Nc1ccc(N2CCOCC2)cc1)C(=O)CCc1cc(C(C)(C)C)c(O)c(C(C)(C)C)c1,27,-2,-3.1
Cc1ccc(S(=O)(=O)Nc2ccc3ccccc3c2[N+](=O)[O-])cc1,90*,-4,-8.7
CCOc1ccc(S(=O)(=O)NCCC(=O)NCCOc2ccccc2OC)cc1,3,-2,-3.8
COc1cc(NCCCCCCN)c2ncccc2c1OC,5,-5,-0.9
Cc1ccc(C2=NN(C(=O)CN3CCN(C4CCS(=O)(=O)C4)CC3)C(c3ccco3)C2)cc1 (centres undefined),-4,2,-2.8
Cc1ccccc1OCC(=O)NNC(=O)c1ccoc1C,-3,-8,-0.7
c1ccc(CSc2nc3ncccn3n2)cc1,1,-7,0.0
COc1ccccc1/C=C/C(=O)OCC(=O)NC1CCCCCC1,-3,-2,0.1
O=C(NC1CCSc2ccccc21)c1cc(S(=O)(=O)N2CCOCC2)ccc1Cl (centres undefined),44,-5,-5.0
COc1ccc(NC(=O)C[C@H]2C(=O)N(CCc3ccccc3)C[C@@H]2CSC)cc1,4,-5,-1.4
Cc1cccc(NC(=O)COC(=O)c2n[nH]c3ccccc23)c1C,8,-4,-0.4

# (cont.)
Molecule,CRFR2-BP antag,GalR3 antag,CRFBP-R2 agonist
COc1ccccc1CNC(=O)C(Cc1ccccc1)NC(=O)c1ccccc1 (centres undefined),1,2,-0.8
Cc1ccc(S(=O)(=O)N2CCN(C)CC2c2ccccc2)cc1 (centres undefined),4,1,-0.5
Cc1ccc(S(=O)(=O)N2CCC[C@H]2C(=O)OCc2nc3ccccc3s2)cc1,3,-4,-1.4
CCOc1ccc(Br)cc1S(=O)(=O)NC1CCCC1,-10,-4,-0.4
CN(CC(=O)Nc1ccc(F)cc1)C(=O)C1CCN(S(=O)(=O)c2ccc3c(c2)OCCO3)CC1,2,0,-1.3
CCOc1ccc(NC(=O)CN(C)C(=O)c2ccc(-c3ccc(C(C)=O)cc3)o2)cc1OCC,5,-2,-0.8
Cc1nn(Cc2ccccc2)c(C)c1CNC(=O)c1ccc(F)c(S(=O)(=O)N2CCOCC2)c1,3,5,-0.2
CC(C)OC(=O)c1ccc(NCc2cc(O)ccc2O)cc1,40,0,-7.0
CCOC(=O)c1c(C)[nH]c(C(=O)OCC(=O)c2ccc3c(c2)NC(=O)CO3)c1C,-2,5,-0.5
O=C(Nc1cccc(S(=O)(=O)NC2=NCCC2)c1)c1ccc(F)cc1F,14,-4,-1.3
Cc1cc(C)c(NC(=O)CNC(=O)c2ccc(-n3cncn3)c([N+](=O)[O-])c2)c(C)c1,-1,0,-0.1
CCOc1cc(N2CCOCC2)c(OCC)cc1NC(=O)c1cc(S(=O)(=O)N2CCOCC2)ccc1F,-5,-5,0.3

# In a second layout: 4 of the compounds above.
COc1ccccc1CNC(=O)C(Cc1ccccc1)NC(=O)c1ccccc1 (centres undefined)
  CRFR2-BP antag: 1 | GalR3 antag: 2 | CRFBP-R2 agonist: -0.8

CCOC(=O)c1c(C)[nH]c(C(=O)OCC(=O)c2ccc3c(c2)NC(=O)CO3)c1C
  CRFR2-BP antag: -2 | GalR3 antag: 5 | CRFBP-R2 agonist: -0.5

CN(CC(=O)Nc1ccc(F)cc1)C(=O)C1CCN(S(=O)(=O)c2ccc3c(c2)OCCO3)CC1
  CRFR2-BP antag: 2 | GalR3 antag: 0 | CRFBP-R2 agonist: -1.3

CC(C)OC(=O)c1ccc(NCc2cc(O)ccc2O)cc1
  CRFR2-BP antag: 40 | GalR3 antag: 0 | CRFBP-R2 agonist: -7.0

# Additional compounds follow.
Molecule,CRFR2-BP antag,GalR3 antag,CRFBP-R2 agonist
O=C(O)CCC(=O)OCCN(Cc1ccc(Oc2ccc([N+](=O)[O-])cc2)cc1)C(=O)C(Cl)Cl,19,1,-1.6
COc1ccc(S(=O)(=O)NCC(=O)NCCc2ccc(OC)c(OC)c2)cc1,21,-7,0.1
Cc1c(Cl)cccc1NC(=O)CNC(=O)Cc1n[nH]c(=O)c2ccccc12,-3,-4,-1.2
CC1CCCCC1NC(=O)Cn1cc([N+](=O)[O-])ccc1=O (centres undefined),5,-5,-1.0
O=[N+]([O-])c1ccccc1/C=N/NC1=NCCN1,0,-4,1.3
COc1ccccc1NC(=O)COC(=O)CCC1CCCC1,11,-5,-1.2
CN(C)c1ccc(Cl)c(NC(N)=S)c1,35,2,0.2
CC(C)C(NC(=O)c1ccc(F)cc1)C(=O)N1CCC1 (centres undefined),-1,-1,1.6
C=CCSc1nnc(NC(=O)C2=COCCO2)s1,-7,-1,0.2
COCCn1c(=S)[nH]c2cc(C(=O)NC3CCCCC3C)ccc2c1=O (centres undefined),-3,-8,-1.0
O=C(COC(=O)Cc1c(F)cccc1Cl)Nc1ccc2[nH]c(=O)[nH]c2c1,-28,-5,0.4
Cc1ccc(NC(=O)Cc2ccc(Cl)cc2)nc1,0,1,-0.3

# Limited to CRFBP-R2 agonist, for some of the entries so far:
mol	CRFBP-R2 agonist
O=C(COC(=O)Cc1c(F)cccc1Cl)Nc1ccc2[nH]c(=O)[nH]c2c1	0.4
Cc1ccc(NC(=O)Cc2ccc(Cl)cc2)nc1	-0.3

# Additional entries:
Molecule,CRFR2-BP antag,GalR3 antag,CRFBP-R2 agonist
CC(C)CN(C(=O)COC(=O)COc1ccc2ccccc2c1)c1c(N)n(Cc2ccccc2)c(=O)[nH]c1=O,5,-7,1.5
O=S(=O)(c1ccc(OCc2ccc(Br)cc2)cc1)N1CCOCC1,10,-1,0.6
Cc1cc2occ(CC(=O)N(C)CC(=O)Nc3ccccc3Br)c2cc1C,5,-3,1.8
COc1cc(C)c(C2NC(=O)c3ccccc3N2)cc1C (centres undefined),-20,-3,-0.4
CC(C)N(C(=O)COC(=O)Cn1cnc2ccccc21)c1ccccc1,1,-1,1.1
Cc1cccc(C)c1NC(=O)CN1C(=O)NC(C)(C2CC2)C1=O (centres undefined),4,-3,-4.0
O=C(CN1C(=O)NC2(CCOc3ccccc32)C1=O)NCc1ccc(F)cc1 (centres undefined),2,0,-1.0
NC(=S)c1csc(CCNC(=O)c2ccccc2)n1,26,-2,0.5
CCOc1ccc(NC(=O)C(C)Oc2ccc(C#N)cc2)cc1S(=O)(=O)N1CCCC1 (centres undefined),-11,-3,7.6
Cc1ccc(NC(=O)CCc2ccc(S(=O)(=O)N3CCOCC3)cc2)c(Cl)c1,8,-1,-1.2
Cc1noc(C)c1NC(=O)N(C)C[C@H]1Oc2ccc(NS(=O)(=O)c3cccs3)cc2C(=O)N([C@H](C)CO)C[C@@H]1C,14,-5,-0.8
CN(C)c1ccc(C=C2SC(=S)NC2=O)cc1,-90,-4,132*

# Additional entries.
Molecule,CRFR2-BP antag,GalR3 antag,CRFBP-R2 agonist
Cc1ccc(CC(=O)OC(C)C(=O)NC2CCCCC2C)cc1C (centres undefined),2,-7,0.6
Cc1ccc(C)c(NC(=O)CN(C)C(=O)Cn2c(=O)oc3ccccc32)c1,5,1,-0.7
Cc1ccc(OCCC(=O)OCC(=O)NNC(=O)c2ccccc2)cc1,5,-4,0.8
Cc1cccc([C@H](NC(=O)OC(C)(C)C)C(=O)OC(C)(C)C)c1,1,-9,-0.9
CC(C)N(C(=O)COC(=O)c1cccnc1Cl)c1ccccc1,-1,-7,0.2
COc1ccc(/C=C2\SC(=O)N(CCNC(=O)C3=COCCO3)C2=O)cc1,-9,31*,-0.9
C=CCn1c(SCC(=O)NC2CCCC2)nc2ccccc21,-7,-7,-1.6
Cc1cccc(C)c1NC(=O)CN1CCCC1,-9,-4,0.2
COc1ccccc1CNC(=O)COC(=O)CSc1ccc(C)c(C)c1,0,-3,0.9
COc1ccccc1C(=O)NCCC(=O)N(C)CC(=O)Nc1c(Cl)cccc1Cl,21,-2,-0.5
COc1cc(-c2nnc(SCC(=O)Nc3ccc(C(=O)O)cc3)o2)cc(OC)c1OC,1,-8,1.5
CCc1noc(C)c1C(=O)Nc1ccc(C)c(S(=O)(=O)N2CCCCCC2)c1,-6,0,-0.1

# Other compounds.
# The line under a structure holds: CRFR2-BP antag, GalR3 antag, CRFBP-R2 agonist
> CS(=O)(=O)c1ccccc1C(=O)N(CCC1=CCCCC1)c1c(N)n(Cc2ccccc2)c(=O)[nH]c1=O
 : -3, -4, -0.4
> Cc1c(Cl)cccc1NC(=O)COC(=O)c1ccc(CN2CCCC2=O)cc1
 : -2, -5, -0.3
> COc1ccc(NC(=O)CN(C)C(=O)c2ccc3c(c2)CC(c2ccccc2)OC3=O)cc1 (centres undefined)
 : 10, -4, -0.6
> Cc1ccnc(NC(=O)CNC(=O)COc2ccccc2)c1
 : 7, -2, -1.2
> CC1O[C@@H](O[C@H](C)CC[C@@H](C)O[C@H]2OC(C)[C@@H](O)C[C@H]2O)C(O)C[C@H]1O (some centres undefined)
 : -3, -3, 0.1
> C[C@H](CO)N1C[C@H](C)[C@@H](CN(C)S(C)(=O)=O)Oc2c(NC(=O)Nc3ccccc3)cccc2C1=O
 : -7, -2, 1.1
> Cc1ccc(S(=O)(=O)N2CCOCC2)cc1NC(=O)CSc1nnnn1C1CCCC1
 : -4, 1, -0.5
> N#Cc1ccc(OCC(=O)NNC(=S)NC(=O)C2CC2)cc1
 : -53, -3, -6.6
> CCN(c1ccccc1)S(=O)(=O)c1ccc(C(=O)NCc2ccco2)cc1
 : 0, 1, -1.0
> CCN(C[C@H]1N[C@@](Cc2ccccc2)(C(=O)OC)[C@H]2C(=O)N(C)C(=O)[C@@H]12)C(=O)Nc1ccccc1
 : -11, -6, -3.0
> CC(C)(C)c1ccc(OCCC(=O)OCC(=O)NCc2ccccc2)cc1
 : 1, -2, 0.5
> O=C(Cn1c(=O)cnc2ccccc21)N1CCN(S(=O)(=O)c2ccccc2Br)CC1
 : 1, 1, 1.3
> CC1NC(=O)c2cccnc2-n2c1nc1cc(F)c(F)cc1c2=O (centres undefined)
 : 3, -6, 0.7
> CCOC(=O)C1=C(C)N(C[C@@H]2CC[C@@H](Cc3ccc(-c4ccccc4)cc3)O2)C(=O)NC1c1cccc([N+](=O)[O-])c1 (some centres undefined)
 : -9, -6, 5.9
> COc1ccccc1CN(C)c1ccc(S(=O)(=O)N2CCN(C)CC2)cn1
 : -5, -7, -1.3

# Continuation:
# The line under a structure holds: CRFR2-BP antag, GalR3 antag, CRFBP-R2 agonist
> c1ccc(CCc2cccnc2)cc1
 : 0, -5, 1.7
> CCOc1ncccc1C(=O)OCC(=O)c1c[nH]c2ccccc12
 : 45, -3, -0.2
> CCOc1ccc(NS(=O)(=O)c2ccc(C(=O)NCC(C)(C)N3CCOCC3)cc2)cc1
 : -16, -4, 8.7
> Clc1ccc(C=NN2CCCCCC2)c(Cl)c1
 : -23, -8, -2.1
> O=C(COC(=O)c1ccc2c(c1)OCCO2)Nc1ccc(F)cc1
 : -8, 0, 3.2
> CC(=O)Nc1cccc(C(=O)N2CCN(S(=O)(=O)Cc3ccccc3)CC2)c1
 : 3, -6, 1.0
> COc1cc(C(=O)NCC(c2ccco2)N2CCc3ccccc3C2)cc(OC)c1OC (centres undefined)
 : 26, 1, -2.1
> COCCNC(=O)CSc1nc(N)c(NC(=O)c2ccco2)c(=O)[nH]1
 : -11, -7, -0.5
> COc1ccc(S(=O)(=O)N(C)c2ccc(OC(=O)C(C)Oc3ccc(F)cc3)cc2)cc1 (centres undefined)
 : -3, -2, 4.1
> C[C@H](NC(=O)C1CCN(S(=O)(=O)c2ccccc2)CC1)C(=O)NCc1cccnc1
 : -1, 11, 0.9
